TDP1 cell CPT: growth inhibition of DT40 Tdp1-/-;hTDP1 cells with camptothecin (screen for TDP1 inhibitors); chicken DT40 Tdp1-/-;hTDP1 cells + 20 nM CPT, ATP luminescence, 48 h; Potency, µM (top dose mostly 46.2 µM), inactives show at the highest dose activity change, negative = growth inhibition, actives largely listed as inhibitors; hit rate 12% among 420,000; AID 686979; note: nearly all actives have a fitted effect of over 55% in size
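Chicken DT40 Tdp1-/- cells stably complemented with human TDP1 were seeded at 400 cells/well in medium containing 20 nM camptothecin, exposed to pin-transferred compounds, and grown at 37 °C for at least 48 hr. Viability was read as ATP luminescence.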
TDP1 inh: TDP1 (human) enzyme inhibition. Q9NUW8. recombinant TDP1, AlphaScreen DNA substrate cleavage. Potency, µM (series often up to 130 µM), for the others: at the top dose activity change, negative = inhibition, actives largely listed as inhibitors. hit rate 0.28% among 350,000. AID 485290; note: nearly all actives have a fitted effect of over 40% in size
Target sequence (Q9NUW8 whole entry, looked up): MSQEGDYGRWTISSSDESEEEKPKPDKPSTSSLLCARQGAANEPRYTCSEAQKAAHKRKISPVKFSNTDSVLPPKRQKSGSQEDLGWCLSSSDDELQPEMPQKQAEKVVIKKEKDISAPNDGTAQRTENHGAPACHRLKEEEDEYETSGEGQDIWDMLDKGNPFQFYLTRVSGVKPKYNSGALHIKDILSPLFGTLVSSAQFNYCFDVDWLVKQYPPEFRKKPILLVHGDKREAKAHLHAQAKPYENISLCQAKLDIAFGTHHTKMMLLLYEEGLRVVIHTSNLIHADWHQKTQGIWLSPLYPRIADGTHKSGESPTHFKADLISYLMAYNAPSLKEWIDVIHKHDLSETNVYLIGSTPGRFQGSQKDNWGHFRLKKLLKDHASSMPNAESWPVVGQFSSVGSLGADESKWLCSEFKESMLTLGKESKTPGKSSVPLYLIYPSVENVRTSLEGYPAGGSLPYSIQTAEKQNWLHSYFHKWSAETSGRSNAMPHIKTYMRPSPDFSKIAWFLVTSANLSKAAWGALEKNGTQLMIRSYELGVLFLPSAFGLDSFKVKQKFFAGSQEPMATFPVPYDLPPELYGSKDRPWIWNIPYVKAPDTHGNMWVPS
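Here, a 5' biotin and 3' phosphotyrosine-FITC DNA oligonucleotide reports Tdp1 activity: intact substrate bridges AlphaScreen beads, while cleavage leaves a 3' phosphate and drops signal. All incubations at room temperature.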
TDP1 cell noCPT: qHTS for Inhibitors of human tyrosyl-DNA phosphodiesterase 1 (TDP1): qHTS in cells in absence of CPT; DT40 Tdp1-/- hTDP1 cells, no CPT, ATP luminescence, 48 h; Potency, µM (top dose mostly 46.2 µM), inactives show at the top dose activity change, negative = growth inhibition, actives largely listed as inhibitors; hit rate 15% among 420,000; note: nearly all actives have a fitted effect of over 55% in size
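No-CPT arm: Tdp1-/-;hTDP1 DT40 cells (400/well) plus compounds, incubated ≥48 hr at 37 °C. Readout CellTiter-Glo luminescence.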
Active calls of the source: *; ? = inconclusive; . = not tested or not shown; & = joins results of further samples; [ ] = remark or other dose. Calls come from the whole dose curve; as a rule, active = well fitted curve in the direction sought with a large enough effect; inconclusive = small, poorly fitted or top-dose-only effect, or another doubt; inactive = no such curve, though single readings can be large; an effect the other way counts as inactive or inconclusive. % is set by controls: 0 for no effect and ±100 for the full control effect; potency is the fitted concentration of half-maximal effect.

Results follow in this order: TDP1 cell CPT	TDP1 inh	TDP1 cell noCPT
- OCCN1c2ccccc2CCc2ccccc21
    6%	.	-11%
- COc1ccc(N2CCN(CC(O)COc3ccc4c(c3)CCC4)CC2)cc1 (stereo not given)
    18µM*	8%	23µM*
- Nc1nc(-c2cccnc2)nc2sc3c(c12)CCCC3
    1%	5%	-22%
- O=C(COC(=O)C1CC1)Nc1ccc2c(c1)OCO2
    18%	6%	-12%
- CCCCn1c(N)c(N(CCOC)C(=O)CN2C(=O)NC3(CC(C)CC(C)(C)C3)C2=O)c(=O)[nH]c1=O (stereo not given)
    -15%	.	26%
- Cc1cn2c(=O)cc(COC(=O)c3cccc(NC(=O)c4ccccc4C)c3)nc2s1
    5%	9%	-22%
- CCOC(=O)C1CCN(C(=O)c2ccc3c(c2)N=C(CC)c2cc(C)ccc2S3)CC1
    15µM*	2%	?
- CCn1c(/C=C/c2ccc(F)cc2)nc2ccccc2c1=O
    ?	.	?
- CC(C)CN1CC(Br)C(=O)NC1=O (stereo not given)
    ?	.	?
- CCc1nn(CC(=O)NCCCN2CCOCC2)c(=O)c2cc3c(OC)cccc3n12
    -14%	.	27%
- O=C(CN1CCCC1)Nc1c(Cl)cccc1Cl
    44%[activator]	.	17%
- Cc1ccc(CN2C(=O)NC(Cc3c[nH]c4ccccc34)C2=O)cc1 (stereo not given)
    4%	3%	-4%
- CCC(C)NS(=O)(=O)c1ccc(OCC(=O)NCc2ccc3c(c2)OCO3)cc1 (stereo not given)
    -18%	2%	-11%
- CC(C)c1nnc(NC(=O)COc2ccccc2[N+](=O)[O-])s1
    8%	5%	0%
- Cc1ccc(NS(=O)(=O)c2ccc(Cl)c(NC(=S)NC(=O)C3CCCCC3)c2)cc1Cl
    23µM*	4%	?
- COc1ccc(CCN2CC(C(=O)N3CCCCCC3)CCC2=O)cc1 (stereo not given)
    -5%	1%	-11%
- Cc1cc(OCC(=O)NCC2CCC(C(=O)O)CC2)c2c(C)c(Cc3ccccc3)c(=O)oc2c1 (stereo not given)
    -16%	.	-25%
- O=C(NCC1CCOCC1)c1cc(COc2ccc(F)cc2F)on1
    -15%	1%	-16%
- COc1ccc(CCNC(=O)c2cnc3scc(C)n3c2=O)cc1OC
    ?	-5%	?
- CCc1ccc(/C=N/NC(=O)c2cc(C)on2)s1
    1%	0%	-1%
- CCN1C(=O)c2ccccc2Sc2ccc(NC(=O)Cc3ccc(OC)cc3)cc21
    -3%	8%	-22%
- O=C(c1ccc(F)cc1)N1CCC(C(=O)N2CCCc3ccccc32)CC1
    -22%	.	?
- CN(C)c1ccsc1C(=O)NNS(=O)(=O)c1ccc(Cl)cc1
    1%	.	-10%
- O=C(NNc1nc2cc3c(cc2s1)OCCO3)c1ccc(F)cc1
    ?	5%	?
- Cc1ccc(NC(=O)CSc2nnc(-c3ccncc3)o2)cc1C
    9%	-3%	0%
- CCOC(=O)c1sc(N2C(=O)c3oc4ccc(F)cc4c(=O)c3C2c2ccc(O)cc2)nc1C (stereo not given)
    10%	1%	-18%
- COc1cc(/C=N/N2CCN(c3ccccc3OC)CC2)ccc1O
    -17%	6%	-11%
- CC1CC(C)(C)OC(C[N+]2(C)CCCCC2)O1 (stereo not given)
    3%	.	-26%
- COCCNC(=O)CNC(=O)c1nn(-c2ccc(OC)c(Cl)c2)c(=O)c2ccccc12
    ?	3%	-14%
- CCCc1nnc2n1N=C(c1ccc(OC)c(OC)c1)CS2
    -21%	4%	-24%
- O=C(Nc1nccs1)c1ccc(S(=O)(=O)N2CCCCC2)cc1
    2%	2%	-13%
- C[n+]1ccc(C(=O)N/N=C/c2ccco2)cc1
    -3%	8%	-10%
- COc1ccc(S(=O)(=O)N2CCCCCC2)cc1C(=O)OCc1c(C)noc1C
    -2%	7%	?
- COC(=O)c1ccc(NC(=O)CSc2nncn2C)cc1
    1%	-2%	1%
- CC(C)CN(CCCNC(=O)c1cn(C)c2ccc(S(=O)(=O)N(C)C3CCCCC3)cc2c1=O)CC(C)C
    8%	-5%	0%
- COc1ccc(CN(Cc2ccccn2)S(=O)(=O)c2ccc(-n3cnnn3)c(OC)c2)cc1
    -20%	1%	-20%
- CCOC(=O)c1c(NC(=O)c2cccc(N3C(=O)CCC3=O)c2)sc2c1CCN(CC)C2
    -1%	4%	3%
- CCCN(C)C1CN(Cc2cn(CCCOC)nn2)S(=O)(=O)C1 (stereo not given)
    7%	.	-11%
- Cc1cccc(NC(=O)CSc2nc(C)c(CC(=O)c3ccc(Br)cc3)c(C)c2C#N)c1C
    13µM*	9%	15µM*
- CCOC(=O)/C=C1/SCC(=O)N1Cc1ccc(Br)cc1
    -5%	.	?
- CC(C(=O)NC1(C#N)CCCCC1)N(C)CC(=O)Nc1ccc(Cl)c(Cl)c1 (stereo not given)
    ?	4%	18µM*
- CCC(=O)N1c2ccccc2CC1C(=O)NCCc1ccccc1 (stereo not given)
    -13%	4%	8%
- O=C(NC1CCCC1)C1CCC(CNS(=O)(=O)c2ccc(F)cc2)CC1 (stereo not given)
    -27%	3%	11%
- CCC(C(=O)NC1CCCC1)N(Cc1cccs1)C(=O)Cn1nnc(-c2ccc(OC)c(OC)c2)n1 (stereo not given)
    -22%	0%	?
- CCOc1ccc(N(CC)S(=O)(=O)N2CCCC(C(=O)NCc3ccc(SC)cc3)C2)cc1 (stereo not given)
    23µM*	-3%	21µM*

Profiles from above. Values in the order: TDP1 cell CPT	TDP1 inh	TDP1 cell noCPT
CCCN(C)C1CN(Cc2cn(CCCOC)nn2)S(=O)(=O)C1 (stereo not given) across the screens: 7%	.	-11%
CCn1c(/C=C/c2ccc(F)cc2)nc2ccccc2c1=O across the screens: ?	.	?
CCOc1ccc(N(CC)S(=O)(=O)N2CCCC(C(=O)NCc3ccc(SC)cc3)C2)cc1 (stereo not given) across the screens: 23µM*	-3%	21µM*

In the list so far, these have a Cl atom:
Results follow in this order: TDP1 cell CPT	TDP1 inh	TDP1 cell noCPT
- O=C(CN1CCCC1)Nc1c(Cl)cccc1Cl
    44%[activator]	.	17%
- Cc1ccc(NS(=O)(=O)c2ccc(Cl)c(NC(=S)NC(=O)C3CCCCC3)c2)cc1Cl
    23µM*	4%	?
- CN(C)c1ccsc1C(=O)NNS(=O)(=O)c1ccc(Cl)cc1
    1%	.	-10%
- COCCNC(=O)CNC(=O)c1nn(-c2ccc(OC)c(Cl)c2)c(=O)c2ccccc12
    ?	3%	-14%
- CC(C(=O)NC1(C#N)CCCCC1)N(C)CC(=O)Nc1ccc(Cl)c(Cl)c1 (stereo not given)
    ?	4%	18µM*

The list goes on:
Structure	TDP1 cell CPT	TDP1 inh	TDP1 cell noCPT
CS(=O)(=O)N(Cc1ccccc1)c1ccc(C(=O)Nc2ccc(Cl)cc2)cc1	?	1%[12.3 µM]	5.8µM*
Cc1ccc(N2CC(C(=O)N/N=C/c3sccc3C)CC2=O)cc1 (stereo not given)	-15%	0%	-2%
OCCOCCOc1ccc(-c2nn[nH]n2)cc1	3%	6%	1%
COCCCNC(=O)CSc1ccc(Cl)cc1	-11%	-1%	-11%
COc1ccc(S(=O)(=O)N2CCOC2CNC(=O)C(=O)NCCN2CCOCC2)cc1OC (stereo not given)	-5%	3%	2%
COc1cccc(COc2cc3ccccc3nc2C)c1	10µM*	0%	9.2µM*
COC(=O)c1ccc(C23CC4(C2)[C@H](CN(CC2CCCCC2)[C@@H]4c2ccccc2)C3c2ccc(C(F)(F)F)cc2)cc1 (stereo not given in full)	?	9%&6%	?
CC[N+](CC)(CCO)CCCN1C(=O)C2CC=C(Cl)CC2C1=O (stereo not given)	-16%	8%	6%
Cc1c(C)[n+](=O)c(-c2ccc(Br)cc2)c(C)n1[O-]	2%	7%	-6%
Cn1c(=O)n(C)c2cc(C(=O)Nc3ccc(Br)cc3)ccc21	-17%	.	-23%
Cc1cc(C)c2c(=O)[nH]c(SCC(=O)NCCc3ccccc3)nc2n1	-16%	6%	3%
Cc1ccc(C(C)C)c(OCC(=O)N2CCOCC2)c1	-4%	1%	-14%
Cc1ccc(C(=O)Nc2cc3c(cc2Cl)OCCCO3)cc1	-11%	0%	-19%
O=c1cc(C(F)(F)F)[nH]c(=S)n1-c1ccccc1	2%	.	0%
CCOC(=O)Cc1csc(NC(=O)CN2CCN(c3ccccc3)CC2)n1	-8%	.	-3%
CC(=O)Oc1ccc(N(C(C)=O)S(=O)(=O)c2cccs2)c2ccccc12	12µM*	-3%	?
Cc1cccc(C)c1NC(=O)N1CCC(n2cnc3ccccc32)CC1	-2%	10%	15%
Cc1ccc(C)c(Nc2nnc(-c3ccc(C)c(S(=O)(=O)NCC4CCCO4)c3)c3ccccc23)c1 (stereo not given)	18µM*	.	5.2µM*
O=C(NCCc1ccccc1F)[C@@H]1CSC2c3ccccc3C(=O)N21 (stereo not given in full)	-24%	-2%	-2%
CCOc1cc(/C=N/NC(=O)C(=O)Nc2cc(Cl)ccc2C)ccc1O	?	8%	-13%

A run of entries from further up:
Structure	TDP1 cell CPT	TDP1 inh	TDP1 cell noCPT
Cc1cc(C)c2c(=O)[nH]c(SCC(=O)NCCc3ccccc3)nc2n1	-16%	6%	3%
Cc1ccc(C(C)C)c(OCC(=O)N2CCOCC2)c1	-4%	1%	-14%

(continued)
Structure	TDP1 cell CPT	TDP1 inh	TDP1 cell noCPT
COCCNC(C(=O)Nc1ccc([N+](=O)[O-])cc1Br)c1ccccc1 (stereo not given)	?	8%	?
CC(C)=C1SC(N2CCN(c3cccc(C(F)(F)F)c3)CC2)=NC1=O	?	2%	?
COc1ccc(Cl)cc1NC(=O)CN(C)C(=O)c1cc(-c2ccncc2)nc2ccccc12	23µM*	6%	15µM*
CCC1C(=O)NCCN1Cc1ccc2c(c1)CN(Cc1cc(OC)ccc1OC)CCO2 (stereo not given)	-6%[9.04 µM]	.	?
COc1ccc(CCNC(=O)CS(=O)(=O)c2cn(CC(=O)N3CCCC3)c3ccccc23)cc1OC	0%	2%	-3%
Cc1ccnc(SCC(=O)n2c3c(c4ccccc42)CC(C)CC3)n1 (stereo not given)	-1%	2%	-28%
CCOC(=O)C1CCN(S(=O)(=O)c2cccc3nonc23)CC1	9%	-1%	-10%
CC1(C)CC(=O)C(C=NCCN2CCN(C(=S)Nc3ccc(F)cc3)CC2)=C(O)C1	-19%	3%	-8%
CCCn1nc(NC(=O)CC(C)C)c2cc3cccc(C)c3nc21	-6%	.	-7%
OC(c1ccc(Cl)cc1)c1ncc(-c2ccccc2Cl)[nH]1 (stereo not given)	?	.	?
CCC(Sc1nc(N)cc(=O)[nH]1)C(=O)NC(C(=O)OC)c1ccccc1 (stereo not given)	3%	-6%	-10%
CCOC(=O)c1[nH]c2ccc(OC)cc2c1NC(=S)N1CCN(c2ccc(F)cc2)CC1	-2%	-2%	-10%
CCOc1ccc2c(c1)C(c1ccc(C)cc1)=NNC(c1ccc(C)cc1)=N2	?	0%[56.1 µM]	?
COc1cccc(N2CCN(Cc3cc(=O)oc4cc(C)ccc34)CC2)c1	?	0%	?
CCOC(=O)c1c(C)[nH]c(NC(=O)NNC(=O)c2ccc(OC)cc2)c1C	-10%	2%	-4%
O=C(COC(=O)c1cc(=O)[nH]c2ccccc12)NCc1ccccc1	4%	0%	15%
CCOC(=O)C1=C(C#N)C(C(=O)OCC)c2ncccc21 (stereo not given)	-26%	.	?
CN(CC(=O)Nc1ccc(N2CCOCC2)cc1)C(=O)COc1ccccc1F	10%	4%	-8%
CCCCN(Cc1ccco1)S(=O)(=O)c1c[nH]c(C(=O)OC)c1	-22%	1%	-4%
CCC(=O)N1c2ccccc2NC2=C(C(=O)CC(c3ccco3)C2)C1c1ccco1 (stereo not given)	-23%	5%	-14%
CC(=O)c1ccc(NC(=O)NNS(=O)(=O)c2ccc(F)cc2)cc1	5%	4%	-1%
O=C(Cn1c(=O)ccc2cc(S(=O)(=O)N3CCCC3)ccc21)Nc1ccc(Cl)cc1	?	7%	?
CN(C)S(=O)(=O)c1cc(NC(=O)CNCCN2CCOCC2)ccc1Cl	-6%	-6%	-3%
O=C(c1ccc([N+](=O)[O-])cc1)N1CCN(C(=O)c2cccs2)CC1	-25%	-3%	-14%
O=C(CC1(O)C(=O)Nc2ccc(Br)cc21)c1ccccc1 (stereo not given)	?	.	26µM*
O=C(NCc1nc2ccccc2[nH]1)C1=C[C@@H](c2ccc(Br)cc2)C[C@@H](OCc2ccc(CO)cc2)O1	9.2µM*	5%	18µM*
Cc1cc(OCC(=O)Nc2cccc(-c3nc4ccccc4o3)c2C)cc(C)c1Cl	?	.	?
COc1cc(OC)c(NC(=O)C2=C(C)C(=O)OC23CCN(C(C)=O)CC3)cc1Cl	11%	5%	6%
